# Scp1 inh – inhibitors of human Scp-1 phosphatase; Q9GZU7; Recombinant Scp1, phosphopeptide, malachite green phosphate absorbance; inhibition, % at 20 µM; actives 0.88% (n = 340,000); AID 493091;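 active = inhibition above about 50% at 20 µM, limit read from the data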;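 also: plate controls were DMSO wells with enzyme for no effect and wells lacking enzyme for full effect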
#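 System: truncated SCP-1 phosphatase (76-261aa); medium: Tris acetate buffer pH 5.5 with MgCl2 and Tween-20; incubation: 45 min room-temperature reaction, 5 min colour, 30 min stabiliser; compound: single 20 µM dose, 1% DMSO; reagent: Phosphorylated 17-residue peptide substrate; read-out: % inhibition at 20 µM; technique: colorimetric free-phosphate detection, absorbance 630 nm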
# CSN deneddyl inh – blocks human CSN-mediated cullin deneddylation. Q92905. Purified CSN, SCF-Nedd8-OG deneddylation, fluorescence polarization. inhibition, % at 12.5 µM. actives 0.38% (n = 360,000);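 active = pattern-corrected inhibition above about 35%, with an unprinted fluorescence ratio check between 0.5 and 1.5, limit read from the data, passing the limit was not always enough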;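 also: 0% = enzyme with substrate and 100% = substrate without enzyme; some results filed as inactive read as strong as hits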
#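 assay system = purified human Csn5 enzyme expressed in HEK293T cells | amount = 0.24 nM enzyme | buffer or medium = Tris/NaCl/DTT buffer, pH 7.5 | reagent = 10 nM SCFSkp2-Nedd8OG | compound = one concentration, 12.5 µM, 0.25% DMSO | times = 90 min reaction at room temperature | signal = FP | read-out basis = % inhibition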
# Rpn11 inh – blocks the human proteasome subunit Rpn11. AID 588493. calls only at 20 µM. human 26S proteasome, Ub4-pepOG fluorescence polarization; 20S core pre-blocked with epoxomicin. actives 0.59% (n = 360,000). O00487;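 active = inhibition at 20 µM, scaled to each plate's controls, above about 33%, limit read from the data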
# Target sequence (O00487 whole entry, looked up): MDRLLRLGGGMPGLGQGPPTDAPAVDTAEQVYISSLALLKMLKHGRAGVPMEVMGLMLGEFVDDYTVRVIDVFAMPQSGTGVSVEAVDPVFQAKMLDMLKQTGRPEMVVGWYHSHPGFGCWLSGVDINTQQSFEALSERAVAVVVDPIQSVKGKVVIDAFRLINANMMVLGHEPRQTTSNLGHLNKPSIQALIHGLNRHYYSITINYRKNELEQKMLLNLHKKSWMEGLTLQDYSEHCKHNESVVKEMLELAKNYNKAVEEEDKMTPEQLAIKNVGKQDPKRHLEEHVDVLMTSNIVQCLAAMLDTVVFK
# STEP block – blocks human striatal-enriched tyrosine phosphatase | P54829 | recombinant STEP, OMFP fluorogenic substrate, fluorescence | inhibition, % at 20 µM | actives 0.25% (n = 360,000) | AID 588621;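 active = inhibition at 20 µM, scaled per plate between control wells, above about 37%, limit read from the data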;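 also: 0% = DMSO with enzyme and substrate and 100% = substrate only without enzyme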
#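 Material: STEP (striatal-enriched tyrosine phosphatase) enzyme, cell-free | Medium: 50 mM Bis-Tris pH 6.0 with 2.5 mM DTT and 0.005% Tween 20 | Read-out: Percent inhibition scaled to no-enzyme and uninhibited-enzyme controls, plate-pattern corrected | Signal: Fluorescence read at 480 nm ex / 540 nm em | Times: 20 min reaction, room temperature, in the dark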
# DNMT1 inh – inhibitors of human DNMT1; inhibition (reported as % activation of signal), % at 10 µM; actives 0.83% (n = 360,000); AID 588458; DNMT1 molecular beacon, Hinp1I cleavage, fluorescence; in the data active = inhibition above about 50%
# Rin1 Abl inh – inhibitors of human Rin1-Abl protein interaction; TR-FRET Rin1/Abl binding, biochemical; AID 588664; actives 0.4% (n = 360,000); inhibition, % at 7.35 µM; in the data active = inhibition above about 5%, passing the limit was not always enough
# Neddyl block – blocks human cullin neddylation. P61081+Q13564. TR-FRET cullin neddylation, biochemical. calls only at 25 µM. actives 0.58% (n = 360,000). AID 651699; in the data active = inhibition above about 36%
# Target sequence (P61081 whole entry, looked up): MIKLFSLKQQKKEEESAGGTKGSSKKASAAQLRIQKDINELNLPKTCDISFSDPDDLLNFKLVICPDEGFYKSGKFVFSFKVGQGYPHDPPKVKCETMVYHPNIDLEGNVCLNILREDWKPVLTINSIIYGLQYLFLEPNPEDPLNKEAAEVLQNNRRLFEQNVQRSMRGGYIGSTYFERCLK
# Target sequence (Q13564 whole entry, looked up): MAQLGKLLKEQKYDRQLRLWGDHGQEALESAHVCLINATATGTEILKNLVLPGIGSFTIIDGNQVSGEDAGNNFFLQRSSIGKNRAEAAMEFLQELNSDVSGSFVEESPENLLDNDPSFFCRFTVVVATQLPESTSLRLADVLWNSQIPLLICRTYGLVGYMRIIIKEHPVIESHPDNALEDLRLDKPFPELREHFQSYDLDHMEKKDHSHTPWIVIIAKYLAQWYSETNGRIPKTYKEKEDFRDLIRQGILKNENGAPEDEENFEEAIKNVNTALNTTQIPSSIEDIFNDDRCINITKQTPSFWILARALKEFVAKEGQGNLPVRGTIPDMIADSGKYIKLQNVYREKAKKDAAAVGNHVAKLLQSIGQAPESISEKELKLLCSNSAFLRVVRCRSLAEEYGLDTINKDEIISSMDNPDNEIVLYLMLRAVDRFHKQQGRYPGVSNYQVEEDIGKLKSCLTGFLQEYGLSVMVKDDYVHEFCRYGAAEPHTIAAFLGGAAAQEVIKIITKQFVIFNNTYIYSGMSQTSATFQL
# SUMO1-SIM PPI – SUMO1-SIM interaction modulation; SUMO1 binding to a labelled peptide, TR-FRET, 1 h; inhibition, % at 20 µM; actives 0.33% (n = 360,000); in the data active = inhibition above about 37%
# LMPTP inh – blocks human LMPTP phosphatase; inhibition, % at 20 µM; actives 0.22% (n = 360,000); P24666; recombinant LMPTP-A, OMFP fluorogenic substrate, fluorescence intensity; AID 651560;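 active = compounds that cut the enzyme signal by at least half of the control window in the single-dose screen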;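 also: plate controls were DMSO wells with enzyme plus substrate for no effect and substrate without enzyme for full effect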
#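 Test system: LMPTP-A phosphatase enzyme. Amount: LMPTP-A at 0.625 nM final in the reaction. Reagent: OMFP substrate, 400 µM final. Times: 50 min at room temperature. Signal: endpoint fluorescence intensity from OMFP dephosphorylation. Read-out basis: % inhibition. Benchmarks: no-enzyme and uninhibited controls.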
# NadD block – blocks S. aureus nicotinate mononucleotide adenylyltransferase; inhibition, % at 20 µM; purified NadD enzyme, colorimetric absorbance read-out; actives 0.78% (n = 360,000); AID 602399; in the data active = inhibition above about 26%; also: some compounds past the cut are filed as inactive
# Active calls of the source: *; i = inactive; nt = no result given.
Scp1 inh	CSN deneddyl inh	Rpn11 inh	STEP block	DNMT1 inh	Rin1 Abl inh	Neddyl block	SUMO1-SIM PPI	LMPTP inh	NadD block	SMILES
-1	-6	i	-8	-2	-1	i	-10	-0.3	-7	CN(C)c1ccc(P(=O)(CC(=O)N/N=C/c2ccc(C#N)cc2)OCCCl)cc1 (stereo not drawn)
6	-4	i	-3	-8	2	i	-3	2.2	7	COc1ccc2c(c1)[C@H]1[C@H](CO2)[C@H](c2ccccc2)[C@]2(C)C(=O)Nc3cc(F)c(F)cc3C(=O)N12
5	4	i	2	-5	8	i	-31	-3.3	-4	C=C(CN(C)C)C(=O)c1ccc(OC2OC(COC(C)=O)C(OC(C)=O)C(OC(C)=O)C2OC(C)=O)cc1 (stereo not drawn)
-4	-2	i	1	-1	-2	i	0	-0.9	4	COc1ccc(Cl)cc1C(=O)N1CCN=C1SC
-2	-6	i	-3	4	3	i	-3	0.3	2	COC(=O)Cc1c(O)ccn(Cc2ccc(F)cc2)c1=O
-3	-7	i	3	-1	-6	i	5	-0.9	1	Cc1c(NC(=S)NC(=O)c2cc3ccccc3o2)c(=O)n(-c2ccccc2)n1C
-8	1	i	-4	-1	-2	i	-4	0.1	1	Cn1cccc1Cc1nnc(SCC(N)=O)n1CCc1ccccc1
3	-3	i	0	4	3	i	-3	-1.2	0	COc1ccc(C2=NOC(Cn3nc(C(=O)NCC4CC4)cc3-c3ccccc3)C2)cc1 (stereo not drawn)
-7	-9	i	-2	-1	-3	i	2	-0.6	1	Cc1ccc2[nH]c(=O)c(CN(C(=O)c3cccs3)c3ccccc3)cc2c1
5	0	i	1	-4	11*	i	-3	-2.2	0	C#CCOCCOCCOCCNc1nc(N2CCOCC2)nc(N2CCN(C(=O)[C@H](Cc3ccc(O)cc3)n3cc([C@@H](N)C(C)CC)nn3)CC2)n1 (stereo partly drawn)
-4	-4	i	1	-1	4	i	8	-0.5	-2	COC(=O)C1=C(C)NC(=O)NC1c1ccco1 (stereo not drawn)
-9	-1	i	-1	-2	-3	i	5	2.3	33*	COc1ccc2c(c1)c(CC(=O)NCc1cc([N+](=O)[O-])ccc1O)c(C)n2C(=O)c1ccc(Cl)cc1
21	-1	i	6	16	2	i	10	-1.3	-8	O=C(CCS(=O)(=O)c1ccccc1)Nc1nnc(C(F)(F)F)s1
-11	0	i	0	-2	-4	i	5	-0.7	-4	Cc1cc(C(=O)COc2ccc(C#N)cc2)c(C)n1C1CC1
-1	1	i	0	1	4	i	5	-1.6	-1	CCCC(=O)Nc1nc2nc(-c3ccccc3)cc(=O)n2[nH]1
-6	2	i	-5	0	-2	i	7	-0.2	3	CC(C)c1ccc(C(=O)NN2CCOCC2)cc1
-3	1	i	-2	-1	1	i	0	-1.5	-1	O=S(=O)(NC1CCCCC1)c1ccc(Cl)s1
-9	-4	i	9	2	0	i	3	0.7	-2	COC(=O)C(NC(=O)CNS(=O)(=O)c1ccc(Br)cc1)c1ccccc1 (stereo not drawn)
-11	-1	i	2	-6	1	i	10	3.1	-7	CN(Cc1ccccc1)C(=O)CC(c1ccccc1)c1cc(Cl)ccc1O (stereo not drawn)
-3	1	i	-2	-4	-1	i	-1	0.0	-9	O=C(Oc1ccc(O)cc1)C12CC3CC(CC(C3)C1)C2
-2	4	i	2	-2	-2	i	-1	-2.2	-4	O=C(c1cccs1)N1CCN(c2ccc(Cl)cc2)CC1
nt	15	nt	nt	nt	nt	i	-10	2.1	nt	Cc1cccc(C)c1NC(=O)C(c1ccccc1)n1c(=O)c(-c2ccco2)nc2ccccc21 (stereo not drawn)
-11	-3	i	3	-5	1	i	-35	-9.0	0	COc1ccc(C(CNC(=O)c2cccn2C)N2CCOCC2)cc1 (stereo not drawn)
2	1	i	0	0	1	i	1	-1.6	-8	c1ccc(Cn2nnc3c(N4CCCC4)ncnc32)cc1
1	-2	i	-1	-2	-3	i	4	-0.4	-1	CCOc1[nH]n(-c2ccccc2)c(=O)c1C=NCc1ccncc1
-6	-1	i	-4	5	-2	i	-9	-1.1	-1	CCN(CC)C(=O)/C(=C\c1cccc([N+](=O)[O-])c1)NC(=O)c1ccco1
-5	-1	i	-4	-2	0	i	1	0.5	11	Cc1ccc(C)c2nc(Cl)c(C3NC(=O)c4ccccc4N3)cc12 (stereo not drawn)
6	0	i	2	-8	2	i	2	2.1	6	Cn1cccc1Cc1nnc(SCC(=O)NCc2ccco2)n1CCc1ccccc1
-2	4	i	0	26	-2	i	-7	-1.1	-1	CC(/C=C/C=C/c1ccccc1)=N/NC(=O)CNc1ccccc1C
1	1	i	-6	2	-2	i	-28	-1.2	-3	COC(=O)c1cc(C(=O)Nc2cccc(C)n2)cc([N+](=O)[O-])c1

# Five of the compounds above, with values under each structure.
# Each structure is followed by: Scp1 inh	CSN deneddyl inh	Rpn11 inh	STEP block	DNMT1 inh	Rin1 Abl inh	Neddyl block	SUMO1-SIM PPI	LMPTP inh	NadD block
CCN(CC)C(=O)/C(=C\c1cccc([N+](=O)[O-])c1)NC(=O)c1ccco1
    -6	-1	i	-4	5	-2	i	-9	-1.1	-1
Cc1cccc(C)c1NC(=O)C(c1ccccc1)n1c(=O)c(-c2ccco2)nc2ccccc21 (stereo not drawn)
    nt	15	nt	nt	nt	nt	i	-10	2.1	nt
COC(=O)c1cc(C(=O)Nc2cccc(C)n2)cc([N+](=O)[O-])c1
    1	1	i	-6	2	-2	i	-28	-1.2	-3
COc1ccc(C(CNC(=O)c2cccn2C)N2CCOCC2)cc1 (stereo not drawn)
    -11	-3	i	3	-5	1	i	-35	-9.0	0
c1ccc(Cn2nnc3c(N4CCCC4)ncnc32)cc1
    2	1	i	0	0	1	i	1	-1.6	-8

# (cont.)
Scp1 inh	CSN deneddyl inh	Rpn11 inh	STEP block	DNMT1 inh	Rin1 Abl inh	Neddyl block	SUMO1-SIM PPI	LMPTP inh	NadD block	SMILES
-5	48	i	0	67*	4	i	49*	0.3	34*	O=C1CC(c2ccco2)CC(O)=C1C=NCC1CCNCC1 (stereo not drawn)
-6	3	i	6	-2	-1	i	2	-43	7	COc1cc(CNn2cn[nH]c2=S)cc(Br)c1OCc1ccccc1F
1	1	i	1	-1	0	i	-3	-0.5	8	COC(=O)CCCN=C1SCCN1Cc1ccccc1
3	-8	i	0	-1	4	i	-3	1.0	3	CSC1=C(C#N)C(c2sccc2C)CC(=O)N1 (stereo not drawn)
-7	5	i	2	-1	2	i	1	-1.9	-5	Cc1ccc(OCC(=O)O/N=C(\N)Cc2ccc([N+](=O)[O-])cc2)cc1C
-1	-2	i	1	1	-1	i	3	-1.4	-6	CS(=O)(=O)c1ccc(C(=O)NCc2ccccc2F)cc1
-4	-1	i	-5	-2	-5	i	1	-1.5	2	CCOc1ccc(N2C(=O)CC(N3CCC(NC(=O)Nc4ccccc4)CC3)C2=O)cc1 (stereo not drawn)
-13	-2	i	-1	-4	1	i	-32	-2.5	-5	C=CCOn1c(=O)c(-c2ccc(Cl)cc2)[n+]([O-])c2ccccc21
-2	-2	i	-1	-3	-2	i	4	-3.1	-6	COc1cccc(-c2nc(CS(=O)CC(=O)NCCc3ccc(C)cc3)c(C)o2)c1 (stereo not drawn)
-8	0	i	2	7	3	i	-18	-1.1	4	CC(NC(=O)/C(=C\c1cccc([N+](=O)[O-])c1)NC(=O)c1ccco1)C(=O)O (stereo not drawn)

# A few values from the entries so far:
# CS(=O)(=O)c1ccc(C(=O)NCc2ccccc2F)cc1 | NadD block: -6
# CSC1=C(C#N)C(c2sccc2C)CC(=O)N1 (stereo not drawn) | DNMT1 inh: -1

# Later entries:
Scp1 inh	CSN deneddyl inh	Rpn11 inh	STEP block	DNMT1 inh	Rin1 Abl inh	Neddyl block	SUMO1-SIM PPI	LMPTP inh	NadD block	SMILES
-6	9	i	-1	-1	-3	i	1	1.3	-8	CCOc1ccc(S(=O)(=O)Nc2ccc(S(=O)(=O)Nc3cc(OC)ccc3OC)cc2)cc1
-7	-1	i	3	-2	0	i	2	0.1	-4	O=C(C(c1ccccc1)c1ccccc1)N1CCOCC1
-1	1	i	1	-8	0	i	-5	0.5	0	N/C(Cc1nc(-c2ccc(Br)cc2)cs1)=N\O
-2	2	i	1	4	1	i	-16	-0.1	-4	COc1ccc(-n2nc(C(=O)NCC(=O)NCCCN3CC(C)CC(C)C3)c3ccccc3c2=O)cc1 (stereo not drawn)
nt	13	i	-1	-9	3	i	5	-0.6	-3	C=C1C(=O)OC2CC1C(OC(C)=O)CC(C)=CCCC(C)=CCCC2(C)O (stereo not drawn)
-5	3	i	-4	1	-3	i	-3	0.5	0	CS(=O)(=O)N(CC(=O)Nc1ccc(Br)cc1)C1CCCCC1
-7	7	i	6	-1	-1	i	6	2.3	6	COc1ccc(-c2oc3c(OC)c(OC)c(OC)c(O)c3c(=O)c2OC)cc1OC
-9	4	i	-1	0	2	i	-2	-2.6	-5	CCN(Cc1nc(-c2ccc(Cl)cc2)no1)CC1CCCO1 (stereo not drawn)
-2	-3	i	-1	2	3	i	0	-0.1	4	CC1=C(C(=O)OCc2ccccc2)C(c2ccc(C#N)cc2)NC(=O)N1CCCC(=O)O (stereo not drawn)
5	6	i	2	0	3	i	-10	6.6	12	CCCCCCSc1cc(-c2nc3ccc(Cl)cn3c2NC2CCCCC2)ccc1OC
-5	0	i	-2	0	0	i	1	-9.6	-7	O=C(O)c1ccccc1C(=O)NCCCn1ccnc1
-5	-5	i	-2	-5	0	i	-2	-0.4	-4	Cc1ccc(C(=O)Nc2ccc(NC(=O)c3ccc(C)o3)cc2)o1
-8	2	i	-1	8	-1	i	1	-0.2	0	CC12CCC(C)(O1)C1C(=O)N(c3nccs3)C(=O)C12 (stereo not drawn)
5	2	i	-2	-1	0	i	0	-0.6	-2	CCN(CC)C(=O)COc1coc(CN2CCN(c3ccccc3)CC2)cc1=O
7	-8	i	1	1	7	i	0	2.2	0	COC(=O)c1cc(NC(=O)Cc2cc(OC)c(OC)c(OC)c2)cc(C(=O)OC)c1
-5	-13	i	-2	6	-1	i	0	-2.1	-3	C/C(CC(=O)NC(C)(C)C)=N\NC(=O)c1ccco1
-5	-3	i	-2	-1	-3	i	5	-0.6	-1	COc1ccc(C(C)(C)C)cc1NC(=O)COC(=O)C(C)C
-3	-5	i	0	-2	0	i	1	-0.6	2	O=S(=O)(c1ccc(Cl)cc1)N1CCCC(C(F)(F)F)C1 (stereo not drawn)
3	4	i	2	9	3	i	-39	-2.3	-1	O=C(CS(=O)(=O)c1ccccc1)c1cc2ccccc2oc1=O
